Source: PubChem (National Center for Advancing Translational Sciences (NCATS))
FLuc counter – firefly luciferase modulation, counter-screen for miR-21 project; P08659; 6.9% of 360,000 active; Potency, µM (doses to about 57.5 µM), inactives show at the top dose activity change, negative = inhibition, hits mostly inhibitors; purified FLuc, Km substrates, luminescence inhibition; active = well fitted inhibition curve with a large enough effect; inconclusive = small, poorly fitted or top-dose-only effect;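 also: plate controls were vehicle for no effect and reference inhibitor for full effect; nearly all actives have a fitted effect of over 55% in size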
Target sequence (P08659 whole entry, looked up): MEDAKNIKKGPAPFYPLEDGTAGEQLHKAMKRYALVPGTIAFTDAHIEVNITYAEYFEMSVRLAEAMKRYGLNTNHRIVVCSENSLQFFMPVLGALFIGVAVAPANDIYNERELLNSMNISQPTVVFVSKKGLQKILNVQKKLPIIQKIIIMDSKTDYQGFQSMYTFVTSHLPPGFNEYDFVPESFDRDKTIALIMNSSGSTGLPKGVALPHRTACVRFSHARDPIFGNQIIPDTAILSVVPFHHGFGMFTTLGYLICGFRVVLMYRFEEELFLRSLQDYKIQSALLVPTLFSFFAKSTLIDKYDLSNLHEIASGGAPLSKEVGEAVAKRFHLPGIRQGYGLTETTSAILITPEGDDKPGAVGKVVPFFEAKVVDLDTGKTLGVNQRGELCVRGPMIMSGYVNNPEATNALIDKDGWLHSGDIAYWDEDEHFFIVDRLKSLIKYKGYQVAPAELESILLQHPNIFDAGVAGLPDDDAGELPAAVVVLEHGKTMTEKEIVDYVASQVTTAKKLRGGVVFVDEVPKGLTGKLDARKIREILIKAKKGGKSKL
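Purified P. pyralis luciferase (10nM final) with 10uM D-luciferin and 10uM ATP (Km levels) in 50mM Tris acetate pH 7.5, 10mM Mg acetate, 0.01% Tween-20, 0.05% BSA; qHTS 6-point titration, ~60 µM downward; luminescence read.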
* = called active by the depositor; u = inconclusive. Potency is read from the fitted curve at half-maximal effect. These rows are one share of the data; the hit share may differ from the screen's.

SMILES | FLuc counter
O=C(c1ccc2c(c1)CCN2S(=O)(=O)c1ccc(Cl)cc1)N1CCN(c2ccc(F)cc2)CC1 | 1%
O=c1[nH]c2ccc(NCc3ccc(-c4ccccc4F)o3)cc2[nH]1 | -1%
CCc1ccc(Cn2c(CNS(=O)(=O)c3ccc(C)c(C)c3)nc3cccnc32)cc1 | u
COC(=O)c1ccccc1NC(=O)Cc1nc(-c2ccc(OC)cc2)no1 | -18%
CCOc1ccc(C2C(=O)N(C3CCCCC3)CC(=O)N2C2CCCC2)cc1OC (stereo not drawn) | -13%
Cc1ccc(C(=O)CSc2ncc3c(n2)-c2ccccc2N(Cc2ccc(Cl)cc2)S3(=O)=O)cc1 | -5%
COc1ccc(N2CCN(S(=O)(=O)c3ccc(F)c(C(=O)Nc4ccccc4Cl)c3)CC2)cc1 | 3%
CCc1ccc(C(=O)c2cn(CC(=O)NCc3ccc(C)cc3)c3nc(C)ccc3c2=O)cc1 | -6%
CCC(=O)N1CCc2cc(Br)cc(S(=O)(=O)CCC(=O)NCc3cccc(OC)c3)c21 | 0%
Cc1c(C(=O)Nc2ccc(F)c(Cl)c2)oc2ccc(S(=O)(=O)N(C)C3CCCCC3)cc12 | 1%
Cc1nnc(N2CCC(C(=O)NCCC(C)C)CC2)c2nn(-c3ccc(Cl)cc3)c(C)c12 | 4%
COc1ccc(CNC(=O)c2ccc3c(c2)nc2n3CCC(C)C2)c(OC)c1 (stereo not drawn) | -16%
Cn1nc(-c2ccc(C(=O)Nc3ccc(OC(F)(F)F)cc3)cc2)c2ccccc2c1=O | 1%
CCOc1ccc(NC(=O)Cn2c(=O)n(Cc3ccccc3)c(=O)c3sc4ccccc4c32)cc1 | 1%
Cc1ccccc1C(=O)n1nc(-c2ccco2)nc1NCc1cccs1 | -7%
CCOC(=O)C1CCN(C(=O)Cn2ncc3c4ccccc4n(Cc4ccccc4F)c3c2=O)CC1 | 3%
Cc1ccc(NC(=O)c2cc3c(=O)n(Cc4cccnc4)ccc3nc2C)cc1F | -11%
CCOC(=O)c1c(C)oc2nc(C)nc(Nc3ccc(CC)cc3)c12 | -5%
C=Cc1ccc(Cn2c(C(=O)O)c(CNCc3cc(Br)ccc3OC)c3ccc(C)cc32)cc1 | 6%
COc1cccc(CNCCCSc2nnnn2C)c1OC | -1%
CCn1c(COc2ccc(Cl)cc2Cl)nc2ccccc21 | u
O=C(Nc1c(C(=O)N2CCN(c3ccccc3)CC2)oc2ccccc12)c1ccccc1F | 2%
O=C(CCSCc1cnn(-c2ccccc2)c1-n1cccc1)NCc1ccc(Cl)cc1 | -1%
Cc1oc(-c2ccc(Cl)cc2)nc1Cn1c(=O)cc(C)c2c(C)nn(-c3ccccc3)c21 | -1%
CC1CCCCN1C(=O)CSc1nc2ccccc2nc1Cc1ccccc1 (stereo not drawn) | -16%

As a working copy, two of the compounds above:
SMILES | FLuc counter
Cc1oc(-c2ccc(Cl)cc2)nc1Cn1c(=O)cc(C)c2c(C)nn(-c3ccccc3)c21 | -1%
CC1CCCCN1C(=O)CSc1nc2ccccc2nc1Cc1ccccc1 (stereo not drawn) | -16%

Some of the entries above in another layout:
structure: COc1cccc(CNCCCSc2nnnn2C)c1OC
  FLuc counter = -1%

structure: CCn1c(COc2ccc(Cl)cc2Cl)nc2ccccc21
  FLuc counter = u

structure: O=C(Nc1c(C(=O)N2CCN(c3ccccc3)CC2)oc2ccccc12)c1ccccc1F
  FLuc counter = 2%

structure: O=C(CCSCc1cnn(-c2ccccc2)c1-n1cccc1)NCc1ccc(Cl)cc1
  FLuc counter = -1%

Carrying on.
SMILES | FLuc counter
COc1cccc(C(=O)N(Cc2cccnc2)c2nc3c(OC)ccc(C)c3s2)c1OC | -2%
Cc1oc2ccc(O)c(CN3CCN(C)CC3)c2c1C(=O)Nc1cccc(C(F)(F)F)c1 | -5%
Cc1cccn2c(=O)c(C(=O)NCc3ccccc3Cl)c(O)nc12 | -3%
CCOC(=O)c1c(S(=O)(=O)N2CCN(c3ccccc3OC)CC2)c(C)n(C)c1C | -5%
Fc1ccccc1Cn1c(-c2ccccc2)nc2ccccc21 | u
Cc1ccc2nc(-c3cccs3)c(Nc3c(C)cccc3C)n2c1 | -1%
CCOc1ccc(C2C(=O)N(C3CCCCCC3)CC(=O)N2CCc2ccc(OC)c(OC)c2)cc1OC (stereo not drawn) | 4%
CCOc1ccccc1C(=O)NCc1ccc2c(c1)CCN2C(=O)c1ccc(F)cc1 | -15%
O=C(CSc1cn(CC(=O)N2CCCC2)c2ccccc12)Nc1ccccc1C(F)(F)F | -7%
O=C(CCS(=O)(=O)c1nc(-c2ccc3c(c2)OCO3)cc(C(F)(F)F)n1)Nc1ccc(Br)cc1 | 4%
COc1ccc(CNC(=O)c2ccc(-c3nc(CSc4ccc(C)cc4)c(C)o3)cc2)cc1OC | 4%
CCOc1ccc(C2C(C(N)=O)=C(C)Nc3nc(-c4ccc(OC)cc4)nn32)cc1 (stereo not drawn) | u
O=C(Cn1c(-c2cccs2)cc2ccccc21)NCCCN1CCN(c2ccccc2F)CC1 | 3%
COC(=O)c1cc2occc2n1Cc1nc(-c2ccccc2)oc1C | -2%
CCOc1cc(C2c3c(oc4ccccc4c3=O)C(=O)N2c2ccccn2)ccc1O (stereo not drawn) | 0%
COc1ccc(CCNC(=O)CSc2cc(=O)n(C)c3ccccc23)cc1OC | -1%
CCc1ccc(NC(=O)CC2C(=O)N(c3ccc(Cl)cc3)C(=O)N2Cc2cccs2)cc1 (stereo not drawn) | u
CCOC(=O)C(Cc1ccccc1)NC(=O)Cn1nnc(-c2ccc(C)cc2)n1 (stereo not drawn) | -12%
CCC(CC)C(=O)Nc1cccc(-c2nc3ncccn3c2C)c1 | -3%
COc1cccc(-n2c(=O)c3c(C)c(C)sc3n(CC(=O)NCCc3ccc(OC)c(OC)c3)c2=O)c1 | -2%
CCC(C(=O)NCc1ccccc1Cl)n1nc(C)c2sc3ccccc3c2c1=O (stereo not drawn) | -13%
Cn1c(=O)c2c(nc(NCCCCO)n2Cc2ccccc2Cl)n(C)c1=O | -1%
CCC1CCc2nc3sc(C(=O)Nc4ccc(C)cc4)c(N)c3cc2C1 (stereo not drawn) | -2%
COc1ccccc1NC(=O)CN1C(=O)C(C)(C)c2ccccc21 | -2%
COc1ccc(C(=O)N2CC(=O)Nc3ccc(C)cc3C2c2ccccc2)cc1OC (stereo not drawn) | 1%
(list continues)
SMILES | FLuc counter
CCC(C)NC(=O)CSCc1nc(-c2ccc(C)cc2)oc1C (stereo not drawn) | -1%
COCCCNC(=O)CS(=O)Cc1nc(-c2cccc(C)c2)oc1C (stereo not drawn) | 4%
Cc1c2cnn(CC(=O)NCCc3ccccc3)c(=O)c2c(C)n1Cc1ccccc1 | -12%
CCC(=O)N1CCCc2cc(S(=O)(=O)N3CCC(C(=O)Nc4ccccc4CC)CC3)ccc21 | -7%
COc1nc(-c2ccc(C)cc2)ccc1-c1noc(-c2ccccc2Br)n1 | u
Cc1ccc(OCC(=O)Nc2ccccc2C(=O)OCc2cc(=O)n3nc(C4CC4)sc3n2)cc1 | 3%
COc1ccccc1NC(=O)Cn1nc2c3cc(F)ccc3n(Cc3cccc(C)c3)cc-2c1=O | -1%
Cc1ccc(C2CCN(C(=O)Nc3ccc(C)c(C)c3)C2)cc1 (stereo not drawn) | 12µM*
O=C(NCc1ccccc1)c1ccc2c(c1)nc1n2CCCCC1 | 19µM*
COC(=O)c1c(C)sc(-c2c(-c3ccc4c(c3)OCCO4)[nH]c3c2c(=O)n(C)c(=O)n3C)c1O | 1%
COC(=O)c1ccccc1NC(=O)c1cc(C)nc2c1c(C)nn2-c1ccc(C)cc1 | -1%
O=C(CSc1nc(-c2ccccc2)nc2c1Cc1ccccc1O2)N1CCCCC1 | -1%
CN(C)c1ccc(CNC(=O)c2cccc(NC(=O)N3CCSc4ncccc43)c2)cc1 | 0%
c1coc(-c2nc3n(n2)C2(CCCCC2)[C@@H]2CCCC[C@@H]2N3)c1 | 0%
COc1cc(/C=C(\C#N)c2nc3ccccc3[nH]2)ccc1OCc1ccccc1F | -2%
CN1CCN(C(=O)Nc2cccc(Cl)c2)c2cccnc21 | 1%
Cc1cc(=O)[nH]c2nnc(SCC(=O)Nc3ccc(OC(F)(F)F)cc3)n12 | u
NS(=O)(=O)c1ccc2nc(NC(=O)COc3ccccc3)sc2c1 | 0%
CCOc1cc2[nH]c(=O)n(Cc3ccc(C(=O)N4CCN(c5cccc(Cl)c5)CC4)cc3)c(=O)c2cc1OCC | -7%
Cc1cn2c(=O)cc(COC(=O)c3cccc(NC(=O)COc4ccccc4)c3)nc2s1 | 0%
CCN(CC)c1ccc(NC(=O)CN2CCN(S(=O)(=O)c3ccc(C(C)C)cc3)CC2)cc1 | -9%
CCOc1cccc(C(=O)Nc2c(C(=O)c3ccc(OC)cc3)oc3ccccc23)c1 | 2%
CCOc1ccc(CNS(=O)(=O)c2c(C(=O)N3CCC(C)CC3)c(C)n(C)c2C)cc1OC | 2%
CCN(c1ccc(Cl)cc1)S(=O)(=O)c1nnc(NC(=O)C2CCCCC2)s1 | 6%
COC(=O)c1ccc(NC(=O)CSc2nccn2Cc2ccc(Cl)cc2)cc1 | -3%
(continued)
SMILES | FLuc counter
COc1ccc(OC)c(CNC(=O)c2cc3ccc4cccnc4c3[nH]2)c1 | -20%
CC1CCN(C(=O)CSc2n[nH]c(-c3ccc(F)cc3)n2)CC1 | -16%
O=C(CCC1N=C2c3ccccc3N=C(SCC(=O)Nc3ccccc3F)N2C1=O)NCc1ccccc1 (stereo not drawn) | -10%
CC1CCN(S(=O)(=O)c2ccc3nc(-c4cccnc4)cc(C(=O)NCCCOC(C)C)c3c2)CC1 | -2%
Cc1coc2c(C)c3oc(=O)c(CC(=O)NCc4ccccc4)c(C)c3cc12 | -2%
Cc1ccc(Cl)cc1Nc1nn2c(=O)c3ccc(C(=O)NCc4ccc(F)cc4)cc3nc2s1 | 0%
Cc1ccc(NC(=O)C2CCCN2S(=O)(=O)c2cccc3cccnc23)cc1C (stereo not drawn) | -10%
O=C(Nc1ccc(C(=O)OCc2cc(=O)n3nc(C4CC4)sc3n2)cc1)c1cccc(F)c1 | 0%
O=C(NCc1ccco1)C1CCN(C(=O)N2CCOc3ccccc32)CC1 | 4%
COc1ccc2c(C)c(CCC(=O)NCc3ccccc3OC)c(=O)oc2c1 | 6%
O=C(c1ccc(CSc2nc3ccncc3n2Cc2ccc(F)cc2)cc1)N1CCCCCC1 | u
COc1ccc(CCNC(=O)c2nc(SCc3ccccc3F)ncc2Cl)cc1OC | -14%
Cc1ccc(O)c(NC(=O)c2cc(-c3ccc(F)cc3)no2)c1 | -8%
COC(=O)c1cc(-c2ccc(C)cc2)c2c(=O)n(C)c(=O)n(C)c2n1 | 2%
COc1ccc(CCNC(=O)C2CCN(c3ncnc4c3nc3n4CCCCC3)CC2)c(OC)c1 | u
O=C(Cn1c(=O)oc2ccccc21)NCc1ccccc1Cl | u
COc1ccc(C(=O)N2CCC(C(=O)Nc3ccc(Cl)cc3)CC2)cc1 | -14%
Cc1ccccc1CC1C(=O)Nc2ccc(Br)cc21 (stereo not drawn) | -20%
CCOc1ccc(C2CC(=O)c3c([nH]c(C(=O)OCCOc4ccccc4)c3C)C2)cc1 (stereo not drawn) | -7%
CN(Cc1ccccc1)C(=O)c1cc(-c2cccc(Cl)c2)on1 | u
Cc1ccc(-c2nc(CCNC(=O)C(=O)Nc3ccc(F)cc3F)cs2)cc1 | 4%
Cc1ccc(Cn2c(=O)n(CC3CCC(C(=O)N4CCOCC4)CC3)c(=O)c3sccc32)cc1 (stereo not drawn) | 4%
COc1ccccc1Cn1c(CNS(=O)(=O)c2cccc([N+](=O)[O-])c2)nc2cccnc21 | -1%
Cc1cc2ccccc2n1-c1ccc(C(=O)N2CCCCC2)s1 | u
CCC(=O)N1CCc2cc(S(=O)(=O)NC(CC(C)C)C(=O)Nc3cc(C)ccc3OC)ccc21 (stereo not drawn) | -5%
Next section
SMILES | FLuc counter
CCc1ccc(-n2nc3cc(C)c(NC(=O)c4ccccc4C)cc3n2)cc1 | u
COc1ccc(-c2nc3sc(CCNC(=O)C(=O)Nc4ccccc4C#N)c(C)n3n2)cc1 | 2%
CN(C1CCCCC1)S(=O)(=O)c1ccc2c(c1)c(=O)c(C(=O)NCc1ccccc1Cl)cn2C | 2%
CN(CC(=O)Nc1cccc(F)c1)S(=O)(=O)c1ccc2c(c1)n(C)c(=O)c(=O)n2C | 1%
CCOc1ccc2nc(NC(=O)c3nc(SC(C)C)ncc3Cl)sc2c1 | -13%
Cc1oc(-c2ccc(Cl)cc2)nc1CN1CCCC(C(=O)NCCc2ccccc2)C1 (stereo not drawn) | u
Cc1ccccc1Nc1c(-c2ccc(N3CCOCC3)cc2)nc2ccc(Br)cn12 | 3.4µM*
CCc1ccc(NC(=O)c2ccc(F)c(S(=O)(=O)N3CCc4ccccc4C3)c2)cc1 | -6%
COc1cccc(NC(=O)c2ccc3[nH]c(C)cc(=O)c3c2)c1 | 6%
Cn1c(=O)c2c(ncn2CC(=O)Nc2cccc(Cl)c2Cl)n(C)c1=O | -3%
